phage Ecoli inh – E. coli growth loss with phage present | growth absorbance | inhibition, % at 11.9 µM | 0.26% of 360,000 active; in the data active means inhibition above about 11%
OPRM1-OPRD1 inv – inverse agonist of human OPRM1-OPRD1 heterodimerization; cell-based MOR-DOR heterodimer luminescence, inverse agonism; P35372+P41143; 0.21% of 340,000 active; inhibition, % at 9.3 µM; AID 504357; in the data active means inhibition above about 22%, passing the limit was not always enough;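 further: 0% = cells with DMSO and 100% = wells without cells with DMSO; values of inactives mirror those of a sister screen read the other way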
HTR5A inv ag – HTR5A inverse agonism, opioid heterodimer counter-screen; HTR5A cell line, luminescence; 0.083% of 340,000 active; P47898; inhibition, % at 9.3 µM; in the data active means inhibition mostly above about 23%, no sharp cut-off; inactive means mostly below about 18%;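 further: 0% = cells with DMSO and 100% = no-cell wells with DMSO; some compounds called inactive have numbers as strong as hits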
PKA-R1A act – PKA-R1A complex activation; P00514+P68181; PKA-R1A dissociation, Cy5-IP20 fluorescence polarization; scaled: DMSO 0%, 113 µM cGMP 100%; activation, % at 11.4 µM; 0.083% of 340,000 active; AID 504707;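 active means percent activation above the mean of all tested compounds plus 3 SD, cut at about 19% in these data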;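 further: higher means more PKAc released from R1A so a rise in polarization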
DSG3 Ab inh – blocks pemphigus antibody binding to human desmoglein-3 | P32926 | DSG3-coupled beads, scFv-anti-DSG3-GFP binding, flow cytometry; active compounds read low | binding (percent of control), % at 10 µM | 0.48% of 310,000 active;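 active means binding more than 3 SD below its plate's average and above zero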;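 further: hits lower antibody fragment binding to DSG3; some compounds called inactive have numbers as strong as hits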
Target sequence (P32926 whole entry, looked up, the tested form may be a part): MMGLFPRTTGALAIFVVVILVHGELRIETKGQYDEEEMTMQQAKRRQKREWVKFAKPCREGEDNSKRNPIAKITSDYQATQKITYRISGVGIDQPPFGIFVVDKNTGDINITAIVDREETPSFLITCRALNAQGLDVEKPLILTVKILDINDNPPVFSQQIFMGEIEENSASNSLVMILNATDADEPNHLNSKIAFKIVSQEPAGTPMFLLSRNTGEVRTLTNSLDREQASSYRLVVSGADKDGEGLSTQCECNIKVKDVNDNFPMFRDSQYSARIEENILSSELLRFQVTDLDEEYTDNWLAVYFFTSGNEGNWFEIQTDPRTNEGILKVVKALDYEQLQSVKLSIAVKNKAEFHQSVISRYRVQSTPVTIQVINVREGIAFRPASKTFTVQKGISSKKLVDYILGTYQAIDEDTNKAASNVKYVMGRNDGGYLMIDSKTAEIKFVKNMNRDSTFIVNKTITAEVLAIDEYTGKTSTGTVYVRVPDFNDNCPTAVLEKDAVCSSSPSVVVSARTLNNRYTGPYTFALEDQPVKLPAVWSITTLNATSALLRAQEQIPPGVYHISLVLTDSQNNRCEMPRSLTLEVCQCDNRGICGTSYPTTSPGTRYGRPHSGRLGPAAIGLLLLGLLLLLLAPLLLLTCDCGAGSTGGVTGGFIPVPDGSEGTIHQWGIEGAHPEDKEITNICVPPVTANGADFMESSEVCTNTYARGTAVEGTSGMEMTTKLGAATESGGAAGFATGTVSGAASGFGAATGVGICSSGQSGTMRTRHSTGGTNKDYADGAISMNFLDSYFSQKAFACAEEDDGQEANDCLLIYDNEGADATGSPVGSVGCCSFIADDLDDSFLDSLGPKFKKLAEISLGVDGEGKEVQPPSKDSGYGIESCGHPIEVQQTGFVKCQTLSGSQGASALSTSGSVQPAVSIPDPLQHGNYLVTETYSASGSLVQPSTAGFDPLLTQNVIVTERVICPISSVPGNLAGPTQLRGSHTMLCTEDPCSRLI
PfHsp90 yeast 2 – reduces growth (ATP signal) of yeast expressing P. falciparum Hsp90; 0.32% of 310,000 active; inhibition, % at 9.4 µM; S. cerevisiae expressing PfHsp90, BacTiter-Glo ATP, 48 h; yeast lacking PDR1 and PDR3 efflux regulators; AID 504621;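 active means every replicate shows inhibition above about 80%, whatever the replicate mean, limit read from the data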;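 further: 0% = DMSO neutral controls and 100% = 20 µM radicicol positive controls; yeast relying on Plasmodium falciparum Hsp90 in place of its own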
OPRM1-OPRD1 ag – agonists of human mu-delta opioid receptor heterodimerization; cells, OPRM1-OPRD1 heterodimerization, luminescence; activation, % at 9.3 µM; 0.3% of 340,000 active; AID 504326; in the data active means activation above about 18%;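 further: 0% = vehicle-treated cells and 100% = reference agonist; values of inactives mirror those of a sister screen read the other way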
HTR5A ag ctr – counter-screen for OPRM1-OPRD1 agonists: human HTR5A agonism; P47898; HTR5A agonist assay, luminescence, cell-based; activation, % at 9.3 µM; 0.61% of 340,000 active; in the data active means activation mostly above about 9.5%, no sharp cut-off; inactive means mostly below about 7.6%;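 further: 0% = cells with vehicle only and 100% = reference agonist; strong numbers were not always called active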
Mot1-301 SUMO – SUMOylation pathway inhibition by Mot1-301 growth rescue; AID 2716; S. cerevisiae Mot1-301 growth rescue, ATP luminescence, 38.5C; percent above DMSO median, 100 means doubled; 1% of 320,000 active; growth rescue, % at 18.8 µM;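 active means every valid replicate shows activation above 250% relative to neutral control wells; inactive means the rest, any valid replicate at or below 250%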;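 further: OY570 slx delta 5 strain wells were the positive control but not used for scaling; some compounds called inactive have numbers as strong as hits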
E coli growth – counter-screen for AddAB inhibitors: E. coli growth inhibition; E. coli V3065 growth, OD600 absorbance, 18 h; inhibition, % at 11.9 µM; 0.27% of 330,000 active; AID 449728;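 active means inhibition above the campaign's mean inhibition across all tested compounds plus 3 SD, cut at about 9.9% in these data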;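 further: uninfected addAB+ strain grown without phage in ampicillin broth; 0% = DMSO wells and 100% = ciprofloxacin 0.95 µg/ml wells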
AddAB inh – less growth of phage-infected E. coli with AddAB; E. coli expressing H. pylori AddAB, absorbance growth; inhibition, % at 11.9 µM; 0.29% of 330,000 active; in the data active means inhibition above about 12%;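 further: 0% = vehicle wells of infected cells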
An asterisk follows results filed as active; nt = no result given.

1	CCCc1nc(N)nc2c1C(=O)CC(C)(C)C2
2	CCOC(=O)c1c(C)[nH]c(C(=O)CSc2nnc(CC(C)c3ccccc3)o2)c1C (centres undefined)
3	CC1CCCCN1S(=O)(=O)c1ccc2c(c1)CCN2C(=O)CCC(=O)O (centres undefined)
4	CCC(=O)Nc1ccc(-c2nn3c(C)nnc3s2)cc1C
5	Brc1cccc(-c2nnc3n2CCCCC3)c1
6	O=C(COc1ccc([N+](=O)[O-])cc1)N/N=C/c1cc([N+](=O)[O-])ccc1N1CCOCC1

| Compound | 1 | 2 | 3 | 4 | 5 | 6 |
| --- | --- | --- | --- | --- | --- | --- |
| phage Ecoli inh | 0.0 | 2.4 | 2.2 | 2.0 | 2.8 | -1.2 |
| OPRM1-OPRD1 inv | 18 | -16 | 6 | 10 | 10 | 8 |
| HTR5A inv ag | 19 | 11 | 12 | -16 | -4 | -2 |
| PKA-R1A act | 10 | 6 | -13 | -11 | 7 | -14 |
| DSG3 Ab inh | nt | nt | 110 | 104 | 117 | 116 |
| PfHsp90 yeast 2 | 8 | nt | 13 | 4 | 21 | -2 |
| OPRM1-OPRD1 ag | -4.4 | 2.6 | -1.1 | -2.3 | -1.7 | -1.4 |
| HTR5A ag ctr | -4 | -4 | 3 | 6 | 5 | -1 |
| Mot1-301 SUMO | 2 | 60 | -15 | 9 | 385 | nt |
| E coli growth | 0.0 | -0.7 | -1.1 | -4.0 | -0.8 | 1.0 |
| AddAB inh | 1.7 | -1.3 | -1.3 | -1.6 | -0.8 | -0.5 |

7	O=C(Nc1ccc2c(c1)OCO2)C1CC(c2ccc(F)cc2)=NO1 (centres undefined)
8	CON(C)C(=O)CCN(C(=O)OC(C)(C)C)c1ccccc1
9	COC(=O)c1cc(=O)n(CCc2ccc(OC)c(OC)c2)c(=Nc2ccc(F)c(Cl)c2)s1
10	Cc1ccc(/C(O)=C2\C(=O)C(=O)N(CC(C)O)C2c2ccc(N(C)C)cc2)cc1 (centres undefined)
11	COc1ccc(-c2nc3c(s2)CCc2onc(-c4ccc(OC)cc4)c2-3)cc1
12	O=C(NCc1ccccc1)C(c1ccccc1)N(Cc1cccs1)C(=O)c1cnccn1 (centres undefined)

| Compound | 7 | 8 | 9 | 10 | 11 | 12 |
| --- | --- | --- | --- | --- | --- | --- |
| phage Ecoli inh | 1.5 | 1.7 | 2.0 | -3.1 | 1.1 | -0.7 |
| OPRM1-OPRD1 inv | 11 | 5 | -6 | 21 | 3 | 6 |
| HTR5A inv ag | 0 | 17 | 3 | -14 | -7 | 3 |
| PKA-R1A act | 7 | -3 | -5 | 1 | -1 | -12 |
| DSG3 Ab inh | nt | 106 | 113 | 96 | 97 | 116 |
| PfHsp90 yeast 2 | 10 | -16 | 18 | 14 | 9 | 10 |
| OPRM1-OPRD1 ag | -1.8 | -0.9 | 1.1 | -4.3 | -0.5 | -1.1 |
| HTR5A ag ctr | 0 | -7 | -2 | 6 | 3 | 1 |
| Mot1-301 SUMO | 5 | nt | -4 | 10 | -9 | nt |
| E coli growth | -0.8 | -1.5 | -0.2 | -0.4 | 3.1 | -0.6 |
| AddAB inh | 0.0 | 0.2 | -2.4 | 1.1 | 2.1 | 2.3 |

13	Oc1ccc(N=Nc2ccccc2C(F)(F)F)c2cccnc12
14	CCn1c(/C=C/c2cc[n+](C)cc2)nc2ccccc21
15	Cc1cccc(CSc2ccc(-c3ccco3)nn2)c1
16	CCOc1cccc(CNn2cnnc2)c1OCc1ccccc1
17	O=C(CSc1nnc(CNC(=O)c2c(F)cccc2F)o1)c1ccccc1
18	CCC(=O)N1CCN(c2ccc(NC(=O)c3ccco3)cc2Cl)CC1

| Compound | 13 | 14 | 15 | 16 | 17 | 18 |
| --- | --- | --- | --- | --- | --- | --- |
| phage Ecoli inh | 2.6 | 2.3 | 3.2 | 3.7 | 4.7 | 2.6 |
| OPRM1-OPRD1 inv | 0 | 15 | -2 | 21 | 4 | 1 |
| HTR5A inv ag | 3 | -23 | 5 | 3 | -43 | -4 |
| PKA-R1A act | -5 | -10 | -12 | -3 | 0 | -7 |
| DSG3 Ab inh | 101 | 124 | 112 | 99 | 106 | 109 |
| PfHsp90 yeast 2 | -25 | 4 | -7 | -7 | -4 | 23 |
| OPRM1-OPRD1 ag | 0.1 | -2.9 | 0.4 | -4.2 | -0.6 | -0.4 |
| HTR5A ag ctr | -1 | 8 | -2 | -1 | 1 | 1 |
| Mot1-301 SUMO | -11 | -13 | 668* | 11 | 151 | nt |
| E coli growth | -1.2 | -1.6 | -2.5 | 1.7 | 3.5 | nt |
| AddAB inh | -1.8 | 2.2 | 0.4 | 0.3 | 0.2 | nt |

Records 17 to 18, quoted:
17	O=C(CSc1nnc(CNC(=O)c2c(F)cccc2F)o1)c1ccccc1
18	CCC(=O)N1CCN(c2ccc(NC(=O)c3ccco3)cc2Cl)CC1

| Compound | 17 | 18 |
| --- | --- | --- |
| phage Ecoli inh | 4.7 | 2.6 |
| OPRM1-OPRD1 inv | 4 | 1 |
| HTR5A inv ag | -43 | -4 |
| PKA-R1A act | 0 | -7 |
| DSG3 Ab inh | 106 | 109 |
| PfHsp90 yeast 2 | -4 | 23 |
| OPRM1-OPRD1 ag | -0.6 | -0.4 |
| HTR5A ag ctr | 1 | 1 |
| Mot1-301 SUMO | 151 | nt |
| E coli growth | 3.5 | nt |
| AddAB inh | 0.2 | nt |

(further entries)
19	O=C(c1cccc(C(F)(F)F)c1)N1CCC(=O)N(C(CO)Cc2ccccc2)CC1 (centres undefined)
20	CCN(C(=O)COC(=O)CC1CCCCC1)c1c(N)n(Cc2ccccc2)c(=O)[nH]c1=O
21	CCOc1ccc(-n2c(Cc3cc(=O)[nH]c(=O)[nH]3)nnc2SCC(N)=O)cc1
22	COc1cc(C(=O)NCCC(=O)NC2CCCCCCC2)cc(OC)c1OC
23	CC(OC(=O)C1CCC(=O)N1)C(=O)Nc1cc(Cl)cc(Cl)c1 (centres undefined)
24	Cc1nc(SC(C)C(=O)NCc2ccc3c(c2)OCO3)nc(C)c1C (centres undefined)

| Compound | 19 | 20 | 21 | 22 | 23 | 24 |
| --- | --- | --- | --- | --- | --- | --- |
| phage Ecoli inh | 3.5 | 5.6 | 3.7 | 1.3 | 3.6 | 0.4 |
| OPRM1-OPRD1 inv | -1 | 17 | 15 | -1 | 7 | 5 |
| HTR5A inv ag | -1 | 6 | 8 | 7 | 0 | 4 |
| PKA-R1A act | -10 | 6 | 6 | -6 | 8 | -9 |
| DSG3 Ab inh | 100 | 102 | nt | 105 | nt | 88 |
| PfHsp90 yeast 2 | -1 | nt | 3 | -19 | -5 | nt |
| OPRM1-OPRD1 ag | 0.1 | -4.4 | -2.9 | 0.2 | -1.3 | -1.0 |
| HTR5A ag ctr | 1 | 0 | -2 | 5 | 6 | -1 |
| Mot1-301 SUMO | 30 | 6 | 8 | 14 | -18 | -1 |
| E coli growth | -2.6 | -3.5 | 0.2 | -3.4 | 2.2 | -1.4 |
| AddAB inh | 2.0 | -0.8 | 1.9 | -0.7 | 7.7 | -0.9 |

An excerpt of these results, field by field:
19	O=C(c1cccc(C(F)(F)F)c1)N1CCC(=O)N(C(CO)Cc2ccccc2)CC1 (centres undefined)
- phage Ecoli inh = 3.5
- OPRM1-OPRD1 inv = -1
- HTR5A inv ag = -1
- PKA-R1A act = -10
- DSG3 Ab inh = 100
- PfHsp90 yeast 2 = -1
- OPRM1-OPRD1 ag = 0.1
- HTR5A ag ctr = 1
- Mot1-301 SUMO = 30
- E coli growth = -2.6
- AddAB inh = 2.0

20	CCN(C(=O)COC(=O)CC1CCCCC1)c1c(N)n(Cc2ccccc2)c(=O)[nH]c1=O
- phage Ecoli inh = 5.6
- OPRM1-OPRD1 inv = 17
- HTR5A inv ag = 6
- PKA-R1A act = 6
- DSG3 Ab inh = 102
- PfHsp90 yeast 2 = nt
- OPRM1-OPRD1 ag = -4.4
- HTR5A ag ctr = 0
- Mot1-301 SUMO = 6
- E coli growth = -3.5
- AddAB inh = -0.8

21	CCOc1ccc(-n2c(Cc3cc(=O)[nH]c(=O)[nH]3)nnc2SCC(N)=O)cc1
- phage Ecoli inh = 3.7
- OPRM1-OPRD1 inv = 15
- HTR5A inv ag = 8
- PKA-R1A act = 6
- DSG3 Ab inh = nt
- PfHsp90 yeast 2 = 3
- OPRM1-OPRD1 ag = -2.9
- HTR5A ag ctr = -2
- Mot1-301 SUMO = 8
- E coli growth = 0.2
- AddAB inh = 1.9

22	COc1cc(C(=O)NCCC(=O)NC2CCCCCCC2)cc(OC)c1OC
- phage Ecoli inh = 1.3
- OPRM1-OPRD1 inv = -1
- HTR5A inv ag = 7
- PKA-R1A act = -6
- DSG3 Ab inh = 105
- PfHsp90 yeast 2 = -19
- OPRM1-OPRD1 ag = 0.2
- HTR5A ag ctr = 5
- Mot1-301 SUMO = 14
- E coli growth = -3.4
- AddAB inh = -0.7
